Screening data as filed in PubChem BioAssay.
TIM10 inh = growth inhibitors of isogenic TIM10 control yeast, primary screen, counter-screen for tim10-1 yeast inhibitor project, luminescence, uHTS | S. cerevisiae TIM10 strain growth, BacTiter-Glo luminescence, 24 h | inhibition, % at 10 µM | 330,000 compounds, 1.4% hits | AID 463195, 2010;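 active means inhibition of 40% or more at the single tested concentration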;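 further: wild-type TIM10 isogenic control strain grown at permissive 25 °C; 0% = DMSO yeast wells and 100% = minimal medium wells without yeast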
Jurkat NFkB inh = inhibitors of induced NF-kB luciferase reporter, primary screen, TCR NF-kB activation inhibitor project, cell-based, luminescence, uHTS; Jurkat, PMA/ionomycin-induced NF-kB luciferase reporter; inhibition, % at 4 µM; 330,000 compounds, 0.53% hits; AID 435003, 2010; in the data active means inhibition above about 50%
Mdm2-MdmX inh = inhibitors of human Mdm2-MdmX association, primary screen, cell-based, luminescence, split luciferase, SaOS-2, uHTS. 330,000 compounds, 3% hits. AID 485346, 2010. SaOS-2 split-luciferase Mdm2/MdmX complementation. Protein Mdm4 (Homo sapiens) + E3 ubiquitin-protein ligase Mdm2 (Homo sapiens), …. inhibition, % at 8 µM;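 active means inhibition of at least 50% at 8 µM in the primary screen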
Target sequence (O15151 whole entry, looked up): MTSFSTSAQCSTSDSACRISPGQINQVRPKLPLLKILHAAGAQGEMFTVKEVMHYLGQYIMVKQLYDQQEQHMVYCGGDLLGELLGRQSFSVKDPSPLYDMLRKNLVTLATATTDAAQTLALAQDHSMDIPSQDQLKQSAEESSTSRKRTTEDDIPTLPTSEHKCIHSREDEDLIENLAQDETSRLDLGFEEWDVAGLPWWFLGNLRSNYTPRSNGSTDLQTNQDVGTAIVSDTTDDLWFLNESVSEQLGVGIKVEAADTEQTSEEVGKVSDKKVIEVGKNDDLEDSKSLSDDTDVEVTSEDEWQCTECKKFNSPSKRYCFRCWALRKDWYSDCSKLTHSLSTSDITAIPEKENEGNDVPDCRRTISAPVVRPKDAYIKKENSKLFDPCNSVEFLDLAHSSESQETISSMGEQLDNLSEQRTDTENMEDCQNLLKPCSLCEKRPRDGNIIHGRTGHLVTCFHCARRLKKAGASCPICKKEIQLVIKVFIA
Target sequence (Q00987 whole entry, looked up): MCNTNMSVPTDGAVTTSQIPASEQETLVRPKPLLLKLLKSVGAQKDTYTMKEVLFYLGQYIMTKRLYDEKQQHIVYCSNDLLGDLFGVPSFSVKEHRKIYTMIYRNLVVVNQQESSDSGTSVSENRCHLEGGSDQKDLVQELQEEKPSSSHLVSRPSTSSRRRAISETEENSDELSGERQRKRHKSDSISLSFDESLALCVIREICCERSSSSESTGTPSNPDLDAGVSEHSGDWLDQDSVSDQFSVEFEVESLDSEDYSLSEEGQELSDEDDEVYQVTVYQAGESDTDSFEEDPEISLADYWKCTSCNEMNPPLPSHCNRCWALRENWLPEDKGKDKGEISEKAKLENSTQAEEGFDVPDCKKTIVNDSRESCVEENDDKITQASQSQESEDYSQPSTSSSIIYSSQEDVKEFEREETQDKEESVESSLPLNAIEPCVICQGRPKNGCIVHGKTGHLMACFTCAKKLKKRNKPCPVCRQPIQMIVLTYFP
CHOP UPR activ = activators of apoptotic CHOP UPR arm, primary screen, cell-based, CHO-CHOP luciferase reporter, luminescence, uHTS; UPR activation; percent of tunicamycin response over DMSO baseline; activation, % at 10 µM; 330,000 compounds, 0.34% hits;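 active means at 10 µM dose, activation of 40% or more, normalized to positive control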;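 further: 100% = tunicamycin at 10 µg/mL and 0% = DMSO alone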
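System: CHO-CHOP luciferase reporter cell line | Buffer or medium: F12 medium containing 10% fetal bovine serum | Doses: One dose, 10 µM in 0.5% DMSO | Times: 6 h compound exposure at 37 °C after overnight seeding | Signal: Luciferase luminescence | Read-out: % activation vs tunicamycin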
697 NFkB inh = inhibitors of PMA/ionomycin-induced NF-kB reporter, 697 cells, primary screen, B-cell NF-kB inhibitor project, cell-based, luminescence, uHTS; 697 B-cell NF-kB luciferase reporter, 16 h; inhibition, % at 4 µM; 330,000 compounds, 0.33% hits; AID 435022, 2010; in the data active means inhibition above about 35%
XBP1 UPR activ = activators of adaptive XBP1 UPR arm, primary screen, cell-based, CHO-XBP1 luciferase reporter, luminescence, uHTS; IRE1-XBP1 UPR activation; percent of tunicamycin response, DMSO as zero; activation, % at 20 µM; 330,000 compounds, 0.33% hits;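 active means versus positive control, 20 µM dose yields 30% or more activation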;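 further: 100% = tunicamycin at 10 µg/mL and 0% = DMSO only wells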
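Assay system: CHO-XBP1 luciferase reporter cells; Schedule: 6 h treatment, 37 °C; Detection: glow luminescence from Steady-Glo reagent; Benchmarks: high control tunicamycin 10 µg/mL final, low control DMSO vehicle only.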
tim10-1 inh = growth inhibitors of tim10-1 mutant yeast, primary screen, luminescence, uHTS; inhibition, % at 20 µM; 330,000 compounds, 2.2% hits; S. cerevisiae tim10-1 ts strain growth, BacTiter-Glo, 24 h;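 active means inhibition of at least 40%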;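 further: mutant grown at 25 °C; 0% = DMSO wells with yeast and 100% = wells holding no yeast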
tim23-1 inh = growth inhibitors of tim23-1 mutant yeast, primary screen, luminescence, uHTS | S. cerevisiae tim23-1 growth, BacTiter-Glo luminescence, 24 h | inhibition, % at 20 µM | 330,000 compounds, 1.3% hits | AID 463212, 2010;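 active means growth inhibition of the mutant yeast at or above 50%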;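 further: temperature-sensitive mutant grown at 25 °C; plate controls were DMSO-treated mutant yeast for no effect and medium wells lacking yeast for full effect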
* marks the source's active call; other numbers are inactive results.

canonical_smiles,tim10-1 inh,XBP1 UPR activ,tim23-1 inh,TIM10 inh,Jurkat NFkB inh,Mdm2-MdmX inh,697 NFkB inh,CHOP UPR activ
Cc1cc2nnc(SCC(=O)NCc3cccs3)n2c2ccccc12,15,2,25,4,46,22,-22,-0.9
Cc1nc(NC(=O)COc2ccc(Cl)cc2)sc1C(=O)N(C)C,15,0,16,15,-2,-3,8,2.5
C=CCn1c(C)cc(C(=O)COC(=O)c2cncc(Br)c2)c1C,10,3,25,10,-5,-64,-9,2.2
CC1CC(C)CN(CCCNC(=O)CC2Oc3ccccc3NC2=O)C1 (stereo unspecified),-25,-3,2,10,10,-15,-17,-1.4
COc1cccc(N2C(=O)CC(N3CCc4ccccc43)C2=O)c1 (stereo unspecified),13,0,8,-6,-10,15,8,1.4
CCCC(C(=O)NC1CCCC1)N(C(=O)c1snc(C(N)=O)c1N)c1ccc(F)cc1 (stereo unspecified),26,-3,21,-6,-4,-2,1,-1.5
CCN(CC(=O)Nc1c(F)cccc1F)C(=O)c1cccc(-n2cnnn2)c1,0,-1,-14,2,1,4,3,1.2
COc1ccc(/C(O)=C2/C(=O)C(=O)N(CC3CCCO3)C2c2ccc(OC)c(OC)c2)cc1 (stereo unspecified),13,0,-1,13,3,4,18,-0.8
O=C(CSc1ncnc2c1oc1ccccc12)Nc1ccccc1F,2,3,14,4,8,-25,-16,0.4
Cc1ccccc1CN(C)C(=O)COC(=O)c1ccc2[nH]c(C)c(C)c2c1,13,-1,17,6,-26,10,-15,1.2
COc1ccc(Cl)cc1NC(=O)CNC(c1ccccc1)c1ccccc1,17,3,25,0,15,7,-5,-0.2
COc1ccccc1CNC(=O)c1cc(-c2cccnc2)nc2ccccc12,21,-4,20,7,2,12,9,0.7
CCC[N+](CC#Cc1ccccc1)(CCC)CC(=O)OC,8,-3,0,4,0,-26,-16,2.6
CCOC(=O)c1cc2sc(C)cc2n1C(C)C(=O)OCC (stereo unspecified),-2,-3,9,9,9,-7,24,-0.5
CCOc1ccccc1NC(=O)CSc1nnc(-c2ccccn2)n1Cc1ccco1,13,-1,25,8,23,12,7,-2.0
O=C1/C(=C/c2ccco2)CCc2ccccc21,20,2,31,0,16,-24,-37,4.7
C=CCn1c(SC)nc2sc3c(c2c1=O)CCc1ccccc1-3,31,1,8,37,2,-11,-24,0.0
Cc1nnc(SCC(=O)c2c[nH]c3ccccc23)n1C1CC1,-4,1,-11,6,2,9,4,0.2
NC(=O)c1ccccc1NC(=O)CS(=O)(=O)Cc1ccccc1,8,-2,-6,6,-5,34,-12,1.5
CC(C)CNC(=O)c1cccc(NC(=O)c2ccc3c(c2)C(=O)N(C)C3=O)c1,8,-4,22,-2,-3,-20,-9,-0.2

Pulled by structure from above:
canonical_smiles,tim10-1 inh,XBP1 UPR activ,tim23-1 inh,TIM10 inh,Jurkat NFkB inh,Mdm2-MdmX inh,697 NFkB inh,CHOP UPR activ
NC(=O)c1ccccc1NC(=O)CS(=O)(=O)Cc1ccccc1,8,-2,-6,6,-5,34,-12,1.5
COc1ccccc1CNC(=O)c1cc(-c2cccnc2)nc2ccccc12,21,-4,20,7,2,12,9,0.7
Cc1nnc(SCC(=O)c2c[nH]c3ccccc23)n1C1CC1,-4,1,-11,6,2,9,4,0.2

Following part
canonical_smiles,tim10-1 inh,XBP1 UPR activ,tim23-1 inh,TIM10 inh,Jurkat NFkB inh,Mdm2-MdmX inh,697 NFkB inh,CHOP UPR activ
CCCCN(Cc1ccco1)C(=O)Cn1ncc2c(=O)oc3ccc(C)cc3c21,12,0,13,0,3,-7,-23,-1.1
Cc1nc(NC(=O)/C=C/c2ccccc2)sc1C(=O)NCCO,3,0,-3,11,2,13,-6,1.7
Cc1ccccc1NC(=O)c1ccc2snnc2c1,12,0,4,-10,-2,7,21,1.3
CCOC(=O)c1ccc(N=CC2=C(O)CC(C)(C)CC2=O)cc1,7,0,11,-19,-12,-25,-7,0.4
O=c1c2ccccc2nc2n1C(CSCc1cccc(C(F)(F)F)c1)CS2 (stereo unspecified),18,-4,15,-1,18,0,-61,1.6
Nc1nonc1-n1nnc(C(=O)N/N=C/c2cccnc2)c1-c1ccccc1,17,-4,6,-10,14,18,6,-0.4
O=C(Nc1ccc(S(=O)(=O)Nc2nccs2)cc1)c1cccc(S(=O)(=O)N2CCOCC2)c1,2,-2,-26,9,2,-31,1,-1.1
CC1(C)C(=O)Nc2ccccc2N1C(=O)COc1cccnc1[N+](=O)[O-],2,-2,-5,5,3,15,13,-1.1
CCOc1ccc(NC(=O)CC2C(=O)N(C)C(=S)N2CCCc2ccccc2)cc1 (stereo unspecified),18,0,37,22,-3,13,7,0.1
COCCn1cnnc1SCC(=O)Nc1ccccc1C(=O)Nc1ccc2c(c1)OCO2,9,2,-5,8,-13,-13,-9,2.6
CC(C)[C@H]1C=C(C(=O)O)O[C@@H](OCCCCO)C1,8,0,-8,-14,5,12,7,-2.0
C=C(C)CSc1nc2c(cc1C#N)CCC2,-4,-1,-2,7,5,14,2,0.9
COc1ccccc1Nc1c2c(nc3ccc(N)cc13)CCCC2,12,-1,15,-8,7,27,-4,0.4
CCCCc1cc(=O)oc2cc(C)cc(OC(C)C(=O)NCc3ccncc3)c12 (stereo unspecified),4,-1,7,6,-10,-7,-4,-2.3
O=C(OCc1nnc(-c2ccccc2)o1)c1ccc2c(c1)C(=O)N(CCc1ccccc1)C2=O,9,-2,-3,-5,-2,-5,26,0.9
O=C(NCc1cccnc1)C1CCN(S(=O)(=O)N2CCOCC2)CC1,-7,-3,-3,-1,-12,-14,-9,-1.5
COc1ccc(Oc2ncc(CN3CCN(c4ccccc4)CC3)s2)cc1,18,0,12,4,14,-6,3,1.1
NC(=O)N(N)c1nc(N2CCCC2)nc(N2CCCC2)n1,4,-3,12,0,3,-1,8,2.5
Cc1cc2nc(-c3ccc(NC(=O)c4cccnc4)cc3)oc2cc1C,12,7,0,3,-59,-51,-255,8.6
Cc1cccc(OCC(O)CN2CCOCC2)c1 (stereo unspecified),-11,-3,-4,-6,-12,3,-11,0.2
CCOCCOc1cccc(C(=O)NC(c2ccccc2)c2ccccc2)c1,14,-5,14,5,1,17,7,2.3
O=C1C=C(c2ccccc2)C[C@H](c2cccs2)[C@H]1n1nnc([N+](=O)[O-])n1,-4,0,32,31,-8,71*,21,3.6
CC(=O)Nc1cccc2c1C(=O)NC2=O,12,-2,20,-8,4,-33,6,-0.4
Cc1c(Cl)cccc1NC(=O)NCc1cccnc1,-24,-5,-4,7,-2,18,-29,1.5
Cc1cn(CCC(=O)Nc2ccccc2N2CCOCC2)c2ccccc12,7,3,18,-2,-50,-62,-68,6.1
O=C(COC(=O)c1ccccc1[N+](=O)[O-])Nc1nnc(-c2ccccc2)o1,6,-2,13,1,0,28,-3,0.4
COCCCn1c(-c2ccco2)nc2ccccc2c1=O,13,3,11,3,-9,-19,8,-1.2
CCOC(=O)C1(Cc2ccccc2C(F)(F)F)CCN(Cc2ccc(COC)o2)CC1,21,-5,16,15,-9,26,15,0.2
COc1ccc(Nc2oc(-c3ccc(Cl)cc3)nc2C#N)cc1,20,4,23,18,10,-49,-91,2.6
O=c1cc(O)c(-c2ccc(Cl)c(Cl)c2)c(Cl)[nH]1,5,0,12,5,6,-5,17,-1.5
COCCNC(=O)CSc1nnc(-c2ccccc2)c(-c2ccccc2)n1,-4,0,17,6,-3,-26,-4,-3.1
COc1ccc(CCNC(=S)NCCc2ccc(OC)c(OC)c2)cc1OC,-12,-3,-5,-7,-2,12,2,-0.7
O=C(c1cc2ccccc2[nH]1)N(Cc1cccnc1)CC1CCCN(C2CCCCC2)C1 (stereo unspecified),8,-6,-7,0,-2,5,-3,3.6
COc1ccccc1CNC(=O)C1CCCN(S(=O)(=O)c2c(C)[nH]c(=O)[nH]c2=O)C1 (stereo unspecified),7,-2,0,9,-3,8,-28,0.9
CCc1c(C)nc2ncnn2c1NCc1cccs1,18,-4,10,6,6,37,-24,-0.4
CCOc1ccccc1N(CC(=O)N1CCC(C)CC1)S(=O)(=O)c1ccc(C)cc1,37,-3,32,17,-1,12,-4,0.0
COc1cc(OC)c(-c2nc3c[n+](CC(=O)c4ccccc4)ccc3n2C)cc1OC,-2,-2,-1,-1,16,-7,13,-1.0
CC(C)(C)C(=O)N1CCN(c2c(Cl)cccc2[N+](=O)[O-])CC1,31,-3,37,30,1,-2,-13,-0.7
S=C(NCc1ccccc1)NCc1ccccn1,4,-1,-10,7,0,14,-31,0.1
CC1=C(C(N)=O)C(c2ccc(Br)cc2)n2ncnc2N1 (stereo unspecified),11,-2,4,-5,-12,5,8,-1.5

Arranged by the number under 697 NFkB inh (highest first): 3 of the compounds above.
Structure	697 NFkB inh
COc1cc(OC)c(-c2nc3c[n+](CC(=O)c4ccccc4)ccc3n2C)cc1OC	13
COc1ccc(CCNC(=S)NCCc2ccc(OC)c(OC)c2)cc1OC	2
S=C(NCc1ccccc1)NCc1ccccn1	-31

Following part.
canonical_smiles,tim10-1 inh,XBP1 UPR activ,tim23-1 inh,TIM10 inh,Jurkat NFkB inh,Mdm2-MdmX inh,697 NFkB inh,CHOP UPR activ
O=C(CNCc1ccccc1Cl)Nc1cc(S(=O)(=O)N2CCOCC2)ccc1Cl,12,0,24,29,12,-4,13,-1.6
O=C(CCN1CCN(C/C=C/c2ccccc2)CC1)Nc1ccccc1,-10,-1,4,-12,-26,-27,-38,0.4
CC(=O)/C(=N\Nc1ccc(C)cc1)Sc1nncn1C,19,-5,13,1,-6,-6,14,-1.2
Cc1ccc(NC(=O)CNCc2cccs2)cc1Br,-5,6,27,4,-22,8,3,1.6
CCCCn1c(=O)c(CCC(=O)OCC(=O)Nc2cc(Cl)ccc2OC)nc2ccccc21,0,-4,-3,0,-9,4,-6,0.0
O=C(NCCCN1CCCC1)c1ccc(Cn2c(=S)[nH]c3ccc(Br)cc3c2=O)cc1,16,-1,3,24,-21,26,-29,0.0
O=C(CSc1ncccn1)N1CCN(Cc2ccccc2)CC1,9,-2,13,-7,1,-1,8,-0.5
C=CCn1c(SCC(=O)Nc2cc(C)on2)nc2sc3c(c2c1=O)CCCC3,6,-1,-19,-4,-3,61*,2,-1.5
COc1ccc(CCNC(=O)CSc2nc3[nH]ncc3c(=O)n2-c2cccc(C(F)(F)F)c2)cc1OC,15,-3,2,4,-4,-11,-47,-0.8
Cn1cc(CN2CCC(C(O)c3cccs3)CC2)c(-c2ccccc2F)n1 (stereo unspecified),6,-2,13,-10,1,-10,-4,1.0
CCc1ccccc1NC(=O)C1CC(c2ccc(F)cc2)=NO1 (stereo unspecified),12,-1,15,-20,12,-11,3,0.9
O=C(N/N=C/c1ccncc1)c1cccc(S(=O)(=O)Nc2ccc(Cl)cc2)c1,11,1,-5,-14,9,3,9,1.5
